Bioassay records (PubChem)
CF NFkB block = blocks PAF-induced NF-kB reporter in cystic fibrosis cells; KKLEB NF-kB-GFP reporter, GFP fluorescence overnight; hit rate 0.86% among 360,000; inhibition, % at 5 µM; AID 588850;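 active = at least 50% inhibition at 5 µM, scaled per plate between neutral and stimulator controls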;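 also: PAF is a Pseudomonas aeruginosa culture filtrate used as stimulus; plate controls were PAF-stimulated DMSO wells for no effect and unstimulated DMSO wells for full effect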
PDI inh = blocks human protein disulfide isomerase activity; P07237; PDI insulin aggregation turbidity, A650, 90 min; inhibition, % at 10 µM; hit rate 0.052% among 350,000;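 active = mean inhibition across replicates of 30% or more, whatever share of single replicates reach that level; inconclusive = mean inhibition below 30% while every single replicate reaches 30%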;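 also: absorbance from insulin aggregation driven by PDI reduction with DTT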
Target sequence (P07237 whole entry, looked up): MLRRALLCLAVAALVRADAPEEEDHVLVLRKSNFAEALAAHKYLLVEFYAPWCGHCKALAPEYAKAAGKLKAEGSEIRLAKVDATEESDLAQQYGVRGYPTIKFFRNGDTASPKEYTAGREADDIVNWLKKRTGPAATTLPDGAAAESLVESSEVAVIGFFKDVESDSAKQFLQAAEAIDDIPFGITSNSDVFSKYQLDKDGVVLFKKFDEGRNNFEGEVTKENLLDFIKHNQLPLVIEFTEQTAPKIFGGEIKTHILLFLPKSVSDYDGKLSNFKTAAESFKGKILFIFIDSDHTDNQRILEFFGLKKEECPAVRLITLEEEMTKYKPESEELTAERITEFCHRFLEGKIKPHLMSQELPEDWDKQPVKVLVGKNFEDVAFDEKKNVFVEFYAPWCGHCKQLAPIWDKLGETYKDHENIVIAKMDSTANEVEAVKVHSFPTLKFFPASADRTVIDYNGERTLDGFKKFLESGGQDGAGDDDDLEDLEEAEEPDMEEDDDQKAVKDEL
Vif imaging = inhibitors of HIV Vif | AID 602346 | hit rate 0.35% among 340,000 | HEK293T cells, Vif self-association by quenched fluorescence, imaging, 24 h | inhibition, % at 7.49 µM; in the data active = inhibition above about 50%, passing the limit was not always enough; inconclusive = no clear call, values can overlap the other calls; inactive = below about 31%; also: some results filed as inactive read as strong as hits
NR2E3 ag-1 = agonists of human NR2E3 nuclear receptor | Q9Y5X4 | CHO-S Gal4-NCOR/VP16-NR2E3 two-hybrid, luciferase | inhibition of corepressor binding, % at 3.98 µM | hit rate 0.35% among 360,000 | AID 602229;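 active = inhibition above the mean of all tested compounds plus 3 SD, cut at about 70% in these data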;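 also: 0% = DMSO with NR2E3 transfected cells and 100% = cells lacking NR2E3 construct; higher means lower luciferase signal from less NR2E3 corepressor binding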
Target sequence (Q9Y5X4 whole entry, looked up, the tested form may be a part): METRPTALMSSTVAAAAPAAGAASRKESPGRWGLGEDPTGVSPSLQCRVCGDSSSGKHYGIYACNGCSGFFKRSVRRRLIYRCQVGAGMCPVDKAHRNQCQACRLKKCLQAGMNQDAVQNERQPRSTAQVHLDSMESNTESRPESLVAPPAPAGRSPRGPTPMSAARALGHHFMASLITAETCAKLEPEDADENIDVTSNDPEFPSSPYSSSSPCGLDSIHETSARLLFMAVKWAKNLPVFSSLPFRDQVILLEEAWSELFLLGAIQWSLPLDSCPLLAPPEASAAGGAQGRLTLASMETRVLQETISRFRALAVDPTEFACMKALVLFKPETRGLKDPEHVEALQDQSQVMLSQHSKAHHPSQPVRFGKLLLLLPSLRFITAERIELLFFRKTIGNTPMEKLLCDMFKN
Shn3 inh set2 = reduces Shn3 3'UTR luciferase signal in osteoblasts. Clone20 osteoblast Shn3 3'UTR firefly luciferase, 24 h. inhibition, % at 12.5 µM. hit rate 0.52% among 360,000;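 active = mean inhibition of at least 75% with every replicate also reaching 75%; inconclusive = mean inhibition at least 75% but some replicate below; inactive = mean inhibition below 75%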;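 also: 0% = median of neutral control wells and 100% = pilot-screen positive control compound; some compounds past the cut are filed as inactive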
NR2E3 ag-2 = activates human photoreceptor nuclear receptor NR2E3; Q9Y5X4; hit rate 0.12% among 320,000; GST-NR2E3/biotin-RetCOR TR-FRET, 1536-well; AID 2300; inhibition of corepressor binding, % at 4.78 µM;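 active = percent inhibition above the cutoff of mean plus 3 SD of all tested compounds, set per screening campaign, cut at about 20% in these data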;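 also: 0% = DMSO wells and 100% = biotin wells as full block of FRET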
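Material: NR2E3–RetCOR corepressor complex / Incubation: Compound–protein incubation for 5 h at 4 °C / Dosing: compound at 4.8 µM, single dose / Detection: time-resolved FRET / Benchmarks: high control biotin, low control 0.6% DMSO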
KKLEB tox = reduces viability of KKLEB cystic fibrosis airway cells; KKLEB CF airway cells viability, ATPlite luminescence, overnight; active compounds read low; cells stimulated with P. aeruginosa culture filtrate; activity change (cytotoxicity), % at 5 µM; hit rate 0.36% among 360,000; AID 602141;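 active = corrected activity change at or below -50% at 5 µM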
TRPM1 prom inh = inhibitors of MITF-driven TRPM1 promoter in melanoma cells; SK-MEL-5 TRPM1 promoter luciferase, 24 h; inhibition, % at 12.5 µM; hit rate 0.83% among 330,000; AID 488899;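 active = mean inhibition across replicates of 60% or more, whatever share of single replicates reaches that level; inconclusive = some that reach 60%, reason not given; inactive = mean inhibition across replicates below 60%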; also: values of inactives mirror those of a sister screen read the other way
CaV13 FRET inh = Disruptors of the CACNA1D IQ motif to Ca2+-dependent inactivation inhibitor domain association, primary screening, Förster resonance energy transfer in intact living … | HEK cells, CFP/YFP FRET ICDI-IQ, plate reader, 10 min; percent FRET-ratio fall versus neutral wells | inhibition, % at 12.3 µM | hit rate 0.098% among 340,000;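 active = mean replicate inhibition of at least 30% and at least 1% of replicates passing that level; inconclusive = only one of the two criteria is met; inactive = neither criterion is met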;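 also: 0% = median of the neutral control wells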
Peg3 prom inh = inhibitors of Peg3 promoter; HeLa PEG-Prom luciferase reporter, luminescence, overnight; inhibition, % at 20 µM; hit rate 1.7% among 360,000;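 active = inhibition of at least 50% at 20 µM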
HIF-2a block = inhibitors of HIF-2a. 786-0 RCC cells HIF-2a reporter, luciferase luminescence, overnight. inhibition, % at 18.8 µM. hit rate 0.72% among 360,000. AID 624352;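 active = inhibition of the luminescence signal of 40% or more relative to plate controls, in a single-dose primary screen at 18.75 µM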
* marks the source's active call; other numbers are inactive results; u = inconclusive; x = not tested or not shown.

item	Molecule	Peg3 prom inh	CF NFkB block	NR2E3 ag-2	TRPM1 prom inh	KKLEB tox	HIF-2a block
1	COc1cccc(/C(O)=C/C(=O)C(=O)Nc2ccc(S(=O)(=O)NC(C)=O)cc2)c1	-6	-4	-2	2	-2	4
2	CC1CCN(C(=O)c2cc3ccccc3c(=O)o2)CC1	-57	-1	1	2	2	-90
3	CCN(CC)C(=O)N1CCc2ccccc21	12	-5	0	-8	-6	16
4	Cc1ccc(NC(=O)CCN2C(=O)c3ccccc3C2=O)cc1C	-21	-4	-2	-1	3	-6
5	COc1cccc(CN(C)Cc2nc(Cc3ccccc3Cl)no2)c1	12	12	3	-6	4	7
6	CCOc1ccc(-c2cc3cc(OC)c(OC)cc3c(C)n2)cc1	-33	13	1	-23	3	-20
7	OC(COCC(F)(F)C(F)(F)C(F)(F)C(F)F)Cn1c2ccccc2c2ccccc21 (stereo unspecified)	2	6	2	9	1	9
8	COCCCNS(=O)(=O)c1cc2c3c(c1)C(C)C(=O)N3CCC2 (stereo unspecified)	0	-9	0	9	4	9
9	O=C(CSc1nnc(NCc2ccccc2)s1)NC1CCS(=O)(=O)C1 (stereo unspecified)	-11	-8	5	5	-5	-14
10	O=c1cc(Nc2ccc3c(c2)OCCO3)[nH]c(=O)n1C1CCCCC1	-7	18	2	8	-21	-110

item	PDI inh	Vif imaging	Shn3 inh set2	NR2E3 ag-1	CaV13 FRET inh
1	3	-1	2	22	-16
2	-6	15	-46	-8	-3
3	1	-1	8	-6	-14
4	-2	-7	-5	-9	x
5	13	0	9	-1	2
6	4	-2	-12	-22	-5
7	9	x	-5	-7	-4
8	4	3	18	-25	-3
9	-1	4	-7	7	-7
10	0	2	12	-79	-4

More entries
item	Molecule	Peg3 prom inh	CF NFkB block	NR2E3 ag-2	TRPM1 prom inh	KKLEB tox	HIF-2a block
11	Cc1ccc(C2(C)NC(=O)N(CC(=O)NCCC3=CCCCC3)C2=O)cc1 (stereo unspecified)	17	-2	1	14	4	11
12	Cc1nc2ccc(NC(=O)c3cc([N+](=O)[O-])cc([N+](=O)[O-])c3Cl)cc2s1	-110	2	3	12	8	-75
13	CC(C)(C)c1ccc(C(=O)C2CCCN(C(=O)CN3CCCC3=O)C2)cc1 (stereo unspecified)	4	-11	4	-22	-5	-4
14	CC(=O)Nc1cccc(-c2nnc(SCc3ccccc3C#N)n2C)c1	7	-7	5	-1	1	7
15	CCC(Sc1ccccn1)C(=O)Nc1nnc(C)s1 (stereo unspecified)	3	-2	-1	-1	5	6
16	O=C(COc1ccccc1C(=O)NCc1ccccc1)Nc1ccccc1	15	22	3	-2	-20	0
17	COc1ccc(C(=O)N2CCN(c3cccc(C)c3C)CC2)cc1S(=O)(=O)NC1CC1	14	7	x	7	-2	3
18	CC(=O)NNc1ncnc2c1cnn2-c1ccccc1	5	-14	0	-9	-4	0
19	COC(=O)c1ccccc1NC(=O)CSc1nnc(CNS(=O)(=O)c2ccc(C)cc2)n1C	16	-17	x	-4	2	15
20	COc1ccc(Cc2nnc(NC(=O)Cc3cccs3)s2)cc1OC	4	22	3	3	-12	35

item	PDI inh	Vif imaging	Shn3 inh set2	NR2E3 ag-1	CaV13 FRET inh
11	6	4	80	3	x
12	-1	11	20	-103	-15
13	26	x	9	-3	1
14	2	23	22	20	-12
15	-16	10	-3	8	x
16	3	x	-8	-6	-2
17	-10	-6	12	-19	-1
18	2	1	6	-1	3
19	-4	-3	-9	-52	-1
20	-3	13	3	3	-5

Following part.
item	Molecule	Peg3 prom inh	CF NFkB block	NR2E3 ag-2	TRPM1 prom inh	KKLEB tox	HIF-2a block
21	CCN(CC)c1ccc(C=Nc2cccnc2Cl)c(O)c1	-5	9	0	-2	1	11
22	O=C(NC1CCCCC1)c1ccc(-c2cccc([N+](=O)[O-])c2)o1	-290	-20	1	-113	1	-208
23	CCSc1nnc(NC(=O)c2ccccc2C)s1	-238	-6	3	-46	14	-230
24	COc1ccc(S(=O)(=O)Cc2ccc(C(=O)N3CCc4ccccc4C3)o2)cc1	5	21	2	-6	2	4
25	COc1cccc(CN(C)CC(=O)Nc2cccc(S(N)(=O)=O)c2)c1OC	4	-3	0	2	-4	11
26	Cc1[nH]c2ccccc2c1SCC(=O)NC1CCCCC1	2	-18	-2	1	4	1
27	COc1ccc(S(=O)(=O)NCc2ccncc2)cc1NC(=O)c1ccccc1F	22	13	0	7	-12	1
28	CCOc1cc(/C=N/NC(=O)CSc2nnc(C)s2)ccc1OCc1ccccc1Cl	6	10	0	7	-4	12
29	Cc1cccc(-n2ncc3c(N4CCCc5ccccc54)ncnc32)c1	-254	8	0	-70	-28	-290
30	COC(=O)c1ccc(S(=O)(=O)NC(C)(C)C)n1C	22	-6	-2	0	0	15

item	PDI inh	Vif imaging	Shn3 inh set2	NR2E3 ag-1	CaV13 FRET inh
21	-8	-6	-2	-13	-3
22	-3	x	-40	-86	-5
23	-24	-12	-73	-147	-20
24	3	-19	-23	-2	9
25	2	8	-1	-9	-4
26	4	-8	2	-5	-5
27	-5	-11	8	3	-5
28	1	-12	15	0	7
29	3	17	-22	-137	-5
30	-3	-12	8	1	-5

Part of the list above in order of molecular weight, lowest first:
item	Molecule	Peg3 prom inh	CF NFkB block	NR2E3 ag-2	TRPM1 prom inh	KKLEB tox	HIF-2a block
23	CCSc1nnc(NC(=O)c2ccccc2C)s1	-238	-6	3	-46	14	-230
26	Cc1[nH]c2ccccc2c1SCC(=O)NC1CCCCC1	2	-18	-2	1	4	1
21	CCN(CC)c1ccc(C=Nc2cccnc2Cl)c(O)c1	-5	9	0	-2	1	11
22	O=C(NC1CCCCC1)c1ccc(-c2cccc([N+](=O)[O-])c2)o1	-290	-20	1	-113	1	-208
25	COc1cccc(CN(C)CC(=O)Nc2cccc(S(N)(=O)=O)c2)c1OC	4	-3	0	2	-4	11

item	PDI inh	Vif imaging	Shn3 inh set2	NR2E3 ag-1	CaV13 FRET inh
23	-24	-12	-73	-147	-20
26	4	-8	2	-5	-5
21	-8	-6	-2	-13	-3
22	-3	x	-40	-86	-5
25	2	8	-1	-9	-4

Additional entries follow.
item	Molecule	Peg3 prom inh	CF NFkB block	NR2E3 ag-2	TRPM1 prom inh	KKLEB tox	HIF-2a block
31	COc1ccc(NC(=O)c2sc3nc(C)cc(C)c3c2N)c(OC)c1	6	-4	1	x	0	-24
32	CCCC(=O)Nc1ccc(NC(=O)c2cccc(OC)c2)cn1	-11	4	-3	-3	5	-15
33	c1ccc(C(c2ccccc2)N2CCN(c3ccc4ccccc4n3)CC2)cc1	8	11	3	7	9	3
34	COC(=O)C1=C(C)N(CC(C)C)C(=O)/C1=C\c1cccs1	-3	-1	-4	-6	-20	4
35	COc1cc(C(=O)OCC(=O)N2CCCCCC2)c([N+](=O)[O-])cc1OC	-6	5	x	3	-6	-5
36	CC(=O)Nc1nc(C2COc3ccccc3O2)cs1 (stereo unspecified)	-181	-2	0	-46	2	-207
37	CCC(C)(C)n1nnnc1C(c1ccc2ncccc2c1)N1CCN(c2ccc(O)cc2)CC1 (stereo unspecified)	2	-1	2	-6	-9	5
38	CCNC(=S)NNC(=O)CCc1nc2cc(Cl)ccc2n(Cc2ccccc2)c1=O	11	-10	5	9	3	4
39	Cc1ccc(Cn2c(NS(=O)(=O)c3ccccc3)nc3ccccc32)cc1	21	12	0	18	7	22
40	Cc1nonc1C(=O)N/N=C/c1ccc(O)c(O)c1	4	3	1	-19	-4	-41

item	PDI inh	Vif imaging	Shn3 inh set2	NR2E3 ag-1	CaV13 FRET inh
31	-6	5	8	-28	-19
32	3	0	-5	-2	u
33	12	-2	3	7	x
34	-7	x	24	-32	x
35	-13	-2	17	-2	-2
36	-9	-12	-105	-133	x
37	6	5	4	-3	-7
38	2	-1	4	-24	-7
39	-2	-25	15	-9	x
40	4	31	-7	-19	-12

Compounds 37 through 40, reprinted for reference:
item	Molecule	Peg3 prom inh	CF NFkB block	NR2E3 ag-2	TRPM1 prom inh	KKLEB tox	HIF-2a block
37	CCC(C)(C)n1nnnc1C(c1ccc2ncccc2c1)N1CCN(c2ccc(O)cc2)CC1 (stereo unspecified)	2	-1	2	-6	-9	5
38	CCNC(=S)NNC(=O)CCc1nc2cc(Cl)ccc2n(Cc2ccccc2)c1=O	11	-10	5	9	3	4
39	Cc1ccc(Cn2c(NS(=O)(=O)c3ccccc3)nc3ccccc32)cc1	21	12	0	18	7	22
40	Cc1nonc1C(=O)N/N=C/c1ccc(O)c(O)c1	4	3	1	-19	-4	-41

item	PDI inh	Vif imaging	Shn3 inh set2	NR2E3 ag-1	CaV13 FRET inh
37	6	5	4	-3	-7
38	2	-1	4	-24	-7
39	-2	-25	15	-9	x
40	4	31	-7	-19	-12

The list goes on:
item	Molecule	Peg3 prom inh	CF NFkB block	NR2E3 ag-2	TRPM1 prom inh	KKLEB tox	HIF-2a block
41	N#Cc1ncc(-c2ccc3c(c2)OCCOCCOCCOCCO3)nc1C#N	23	4	1	45	0	30
42	O=C(CSc1nnc(CNC(=O)c2ccccc2)o1)Nc1ccc2c(c1)OCCO2	8	-11	0	-6	17	-1
43	S=c1[nH]cc(-c2ccccc2)n1-c1ccccc1Cl	-1	-7	-2	4	4	1
44	CCN(Cc1nc2ccccc2c(=O)[nH]1)C(=O)c1cccc(S(=O)(=O)N2CCc3ccccc32)c1	20	9	2	17	-2	33
45	CCCCOc1ccc(/C=C/C(=O)Nc2ccc(C(N)=O)cc2)cc1	2	3	-1	-1	-3	14
46	Cc1nn(CC(=O)N2CCN(S(=O)(=O)c3ccccc3)CC2)c(C)c1[N+](=O)[O-]	11	18	5	5	5	19
47	O=C(O)c1ccccc1C(=O)c1ccc(Oc2ccccc2)cc1	-10	-7	2	9	5	-8
48	Cc1csc2nc(CSc3nc4ccccc4o3)c(Br)n12	-250	10	-1	-96	-12	-244
49	Cn1cncc1C#Cc1ccc2cc(C(C)(C)O)oc(=O)c2c1	-35	14	-3	-21	4	-31
50	Cc1c(NC(=O)c2cccs2)cccc1NC(=O)c1cccs1	6	6	x	7	-1	-3
51	CCOC(=O)c1ccc(NC(=O)CN2C(=O)NC3(CCCCCCC3)C2=O)cc1	7	-1	1	-3	15	14
52	N#Cc1nc(-c2ccccc2)oc1N1CCC(C(N)=O)CC1	15	-6	-1	-4	-6	-3
53	COc1cccc(N2CCN(c3nc(C)cc(=O)[nH]3)CC2)c1	-4	6	-2	3	-5	25

item	PDI inh	Vif imaging	Shn3 inh set2	NR2E3 ag-1	CaV13 FRET inh
41	2	7	-20	-15	-3
42	-4	-7	-11	8	-6
43	17	4	-9	-43	-6
44	-2	14	43	20	-2
45	-17	-1	2	11	-6
46	-3	8	-4	0	-2
47	9	8	17	1	-5
48	2	-9	-48	-146	-4
49	8	3	-32	-23	-11
50	5	1	3	-16	-5
51	-3	-2	-5	-25	-3
52	-19	-10	-6	-19	-21
53	-3	-3	11	-3	-6
